ERG Ets-DNA blk: blocks human ERG Ets domain binding to DNA. P11308. fluorescence polarization, His-ERG Ets domain / labelled DNA. Potency, µM (series often up to 76.9 µM), for the others: at the highest dose FP activity, negative = inhibition, usual class: inhibitors. 370,000 tested, 0.028% active. AID 624246; active = well fitted inhibition curve with a large enough effect in the polarisation, with a control signal flat; inconclusive = small, poorly fitted or top-dose-only effect, or effect the other way, or a change in a side signal; inactive = no such curve, though single readings can be large or run the other way; the % refers to the polarisation;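 also: polarization taken with two DNA probes labelled with fluorescein and Texas red; potency is read from the fitted curve at half-maximal effect; % of control where 0% means no effect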
Target sequence (P11308 whole entry, looked up, the tested form may be a part): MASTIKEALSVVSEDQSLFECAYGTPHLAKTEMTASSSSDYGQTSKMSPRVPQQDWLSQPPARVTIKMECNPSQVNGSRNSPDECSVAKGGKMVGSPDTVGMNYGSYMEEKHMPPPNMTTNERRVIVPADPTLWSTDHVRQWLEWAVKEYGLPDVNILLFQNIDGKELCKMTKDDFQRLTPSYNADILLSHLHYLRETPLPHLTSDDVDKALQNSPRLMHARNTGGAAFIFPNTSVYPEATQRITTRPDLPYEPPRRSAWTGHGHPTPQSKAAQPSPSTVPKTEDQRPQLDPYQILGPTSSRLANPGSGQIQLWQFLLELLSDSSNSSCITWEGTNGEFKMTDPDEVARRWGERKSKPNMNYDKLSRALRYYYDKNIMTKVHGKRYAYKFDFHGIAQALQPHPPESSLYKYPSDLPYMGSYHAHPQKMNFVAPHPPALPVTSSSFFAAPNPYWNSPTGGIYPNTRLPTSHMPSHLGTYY
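His-tagged ERG Ets domain (1 uM in the protein solution; 300mM KCl, 50mM Tris-HCl, 1mM EDTA, 1mM DTT, pH 7.5) received compound, then a probe mix of 5 nM fluorescein-DNA and 100nM Texas-615-DNA. Fluorescence polarization was read for both dyes.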
D2 ag: D2 dopamine receptor (human) agonism. P14416. HEK293 T-REx D2 cells, calcium flux agonist mode. activation, % at 2 µM. 340,000 tested, 0.53% active;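 active = activation over 3 SD above normal in the single-dose calcium agonist read, cut at about 30% in these data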; also: 0% is about no effect
Target sequence (P14416 whole entry, looked up): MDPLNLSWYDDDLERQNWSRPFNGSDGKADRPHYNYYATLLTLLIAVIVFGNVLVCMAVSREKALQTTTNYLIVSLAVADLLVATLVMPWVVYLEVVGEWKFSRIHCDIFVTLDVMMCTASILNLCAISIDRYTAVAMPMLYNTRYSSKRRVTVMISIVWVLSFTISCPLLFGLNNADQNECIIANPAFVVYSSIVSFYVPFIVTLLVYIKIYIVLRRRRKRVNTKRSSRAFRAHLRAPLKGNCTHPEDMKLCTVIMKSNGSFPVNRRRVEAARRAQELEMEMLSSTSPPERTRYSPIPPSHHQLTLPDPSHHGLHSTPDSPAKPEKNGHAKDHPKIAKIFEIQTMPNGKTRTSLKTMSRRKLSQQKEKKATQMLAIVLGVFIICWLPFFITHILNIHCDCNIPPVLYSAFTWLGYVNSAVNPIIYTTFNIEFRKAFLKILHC
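Agonism scored from kinetic calcium signal (1 read/sec, 180 s) following compound pin transfer, after a 10 s baseline. Cells: HEK293 Trex line expressing inducible D2 receptor coupled to calcium, dye-loaded after overnight culture at 30 C.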
Glioma ERSR ind: induces the endoplasmic reticulum stress response in human glioma cells. U87-MG GRP78 promoter luciferase reporter, 16 h. AID 602332. Potency, µM, without a hit: top-dose activation, actives largely listed as activators. 420,000 tested, 0.02% active; also: potency is read from the fitted curve at half-maximal effect; series mostly up to about 76 µM; % of control where 0% means no effect; nearly all actives have a fitted effect of over 35% in size
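ERSR induction read as luciferase luminescence (Bright-Glo, 10 min at room temperature) in stably transfected human U87-MG glioma cells exposed to compounds for 16 h, using GRP78 as sensor.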
Vif-APOBEC3F blk: blocks the Vif interaction with APOBEC3F. AID 602313. 390,000 tested, 0.2% active. Potency, µM (top dose mostly 46.1 µM), without a hit: top-dose activity, negative = active. HeLa A3F-eYFP + Vif (tagged APOBEC3F with the HIV-1 protein that degrades it), YFP fluorescence increase; also: potency is read from the fitted curve at half-maximal effect; % of control where 0% means no effect; nearly all actives have a fitted effect of over 65% in size
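Fluorescence increase (Ex 488/Em 500-530) after overnight compound treatment at 37 deg C flags inhibition of Vif-driven A3F-eYFP loss in stable HeLa A3F-eYFP/Vif cells seeded overnight beforehand.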
Vif-APOBEC3G blk: blocks the Vif interaction with human APOBEC3G | Q9HC16 | HeLa A3G-eYFP + Vif (tagged APOBEC3G with the HIV-1 protein that degrades it), YFP fluorescence, overnight | Potency, µM (highest dose often 46.1 µM), without a hit: top-dose activity, negative = active, most hits filed as inhibitors | 410,000 tested, 0.076% active | AID 602310;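 also: potency is read from the fitted curve at half-maximal effect; % is scaled to controls: 0 for no effect and ±100 for the full control effect; nearly all actives have a fitted effect of over 60% in size; hits raise eYFP signal because A3G escapes Vif-driven loss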
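HeLa cells stably expressing Vif and C-terminally eYFP-tagged A3G, seeded overnight at 37 deg C, then exposed to compound by pintool overnight at 37 deg C. Rise in yellow fluorescence (Ex 488/Em 500-530, Acumen) marks blocked Vif-driven A3G degradation.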
LDHA inh: inhibitors of human lactate dehydrogenase A; activity change, % (values are at about 110 or 230 µM); 480,000 tested, 0.15% active; purified LDHA, NADH/diaphorase-resazurin fluorescence; hits give low values; in the data active = activity change below about -30%; inconclusive = mostly about -25% to -30%;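 also: plate controls were DMSO wells for no effect and wells without enzyme for full effect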
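LDH5 2 nM; NADH 0.06 mM, pyruvate 0.2 mM; 200 mM Tris pH 7.4, EDTA, Tween-20; 5 min RT. Detection: diaphorase 0.133 mg/mL + resazurin 37 µM, fluorescence ex540/em590 at 0 and 20 min; normalized to enzyme-free and DMSO wells.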
ALOX12 inh: blocks human arachidonate 12S-lipoxygenase; purified 12hLO, xylenol orange hydroperoxide absorbance; P18054; 580,000 tested, 1.1% active; Potency, µM (top dose mostly 108 µM), for inactives: top-dose activity change, negative = inhibition, most hits filed as inhibitors; AID 1671190; also: potency is read from the fitted curve at half-maximal effect; % is scaled to controls: 0 for no effect and ±100 for the full control effect
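Purified human 12hLO at 150 nM in 25 mM Hepes, 0.01% Triton X-100, pH 7.0, preincubated 15 min at room temperature with compound. Reaction started with 40 uM arachidonic acid, 30 min at room temperature. Hydroperoxide measured by Fe-xylenol orange, 573/405 nm absorbance ratio.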
RGS4 inh: human RGS4 inhibition | Transcreener GDP fluorescence polarization, RGS4-accelerated GTP hydrolysis | Potency, µM (doses to about 114 µM), inactives show top-dose activity change, negative = inhibition, usual class: inhibitors | 390,000 tested, 0.039% active; also: potency is read from the fitted curve at half-maximal effect; % is scaled to controls: 0 for no effect and ±100 for the full control effect; nearly all actives have a fitted effect of over 75% in size; some results filed as inactive show a strong effect at the top dose
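MLSMR compounds (23 nl, pin-transferred) preincubated 10 min at room temperature with a 500nM (2x) first reagent, then RGS4 at 900nM (2x) plus Transcreener GDP mix added; fluorescence polarization (620/688 nm) read before and after 90 min at 30 °C.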
D2 antag: antagonizes the human D2 dopamine receptor; AID 485344; inhibition, % at 10 µM; 340,000 tested, 2% active; P14416; HEK293 TREx D2 cells, calcium flux, dopamine EC80; in the data active = inhibition above about 30%; also: 0% is about no effect
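Read-out: kinetic calcium fluorescence (1 cycle/s) in inducible HEK293 T-REx D2 cells after an EC80 dopamine addition that followed 180 s compound preincubation. Loss of the dopamine response indicates antagonism.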
Active calls of the source: *; u = inconclusive; x = no result given; & = joins results of further samples; [ ] = remark or other dose. Unless noted, calls follow the shape of the dose curve; as a rule, active = well fitted curve in the direction sought with a large enough effect; inconclusive = small, poorly fitted or top-dose-only effect, or another doubt; inactive = no such curve, though single readings can be large; an effect the other way counts as inactive or inconclusive. Only part of the results is shown (hit frequency here may not be typical).

SMILES	ERG Ets-DNA blk	D2 ag	Glioma ERSR ind	Vif-APOBEC3F blk	Vif-APOBEC3G blk	LDHA inh	ALOX12 inh	RGS4 inh	D2 antag
C[C@H](CO)N1C[C@H](C)[C@@H](CN(C)C(=O)c2ccc3ccn(C)c3c2)OCc2cn(nn2)CCCC1=O	x	x	-6%	-1%	0%	1	-145%	x	x
Cc1nn2c(-c3ccccn3)ccnc2c1Cl	2%	0.5	1%	-15%	-6%	-1	-3%	5%	2
O=C(CNC(=O)c1nc[nH]c1C(=O)NCc1ccccc1)OCc1ccccc1	11%	-0.2	-5%	2%	2%	0	8%	5%	-12
CCCCOc1ccc(C(=O)NCCS(=O)(=O)N2CCN(c3ccccc3OC)CC2)cc1	5%	-0.1	-3%	11%	4%	-6	-13%	5%	x
CC1(C)CC(N=c2cc(-c3ccccc3)oc3ccc(Cl)cc23)CC(C)(C)N1	-1%	0.9	6%	20%	-1%	-1	u	-18%	-4
S=C(NCc1ccccc1)N1CCN(c2ccccc2)CC1	-12%	1.1	-3%	8%	3%	-10	112%[activator]	1%	2
CCOC(=O)Cn1nc(C)c(NC(=O)COc2ccccc2[N+](=O)[O-])c1C	-2%	-0.3	-2%	-2%	-2%	-2	-1%	-8%	15
CCC(=O)N1CCc2cc(Br)cc(S(=O)(=O)NCC3CCCN3CC)c21 (centres undefined)	1%	0.9	-3%	6%	0%	0	-13%	10%	-17
CS(=O)(=O)N1CCCC(C(=O)NCc2ccco2)C1 (centres undefined)	-19%	0.4	-3%	-8%	1%	0	1%	9%	3
COc1ccc(-c2ccc(CNc3ccc4[nH]c(=O)[nH]c4c3)o2)cc1Cl	-1%	-1.9	3%	2%	-24%	12	u	-16%	x
CCCCC(O)CN1CCC(c2ccccc2)CC1 (centres undefined)	-9%	52*	-3%	-19%	-15%	-4	0%	21%	48*
CCCOC(=O)Nc1nc2ccccc2o1	0%	2.0	-7%	-3%	-28%	2	0%	23%	0
Cc1cc2ccccc2n1CCNC(=O)C(C)C	u	-0.2	-4%	-5%	-1%	4	u	9%	3
COC(=O)c1c(NC(=O)CCCOc2ccccc2C)sc2c1CCC2	-1%	-1.9	2%	-2%	-1%	4	-27%	-52%	x
O=C(N/N=C/c1c[nH]c2ccccc12)c1cccc(Cl)c1	-1%	0.8	10%	-22%	-7%	0	0%	-10%	-13
CCc1ccc(CCC(=O)Nc2nccs2)o1	-5%	-0.4	0%	-2%	-1%	-6	-6%	-35%	7
CCc1ccc(-c2csc3ncn(CC(=O)N4CCOCC4)c(=O)c23)cc1	-1%	-0.3	-3%	x	0%	-15	11%	9%	0
O=c1[nH][nH]c2cc(=O)n(-c3cccc(C(F)(F)F)c3)nc12	-3%	2.9	-4%	1%	-2%	2	u	-24%	5
COc1ccc(N/C=C/C(=O)C(C)(C)C)cc1	-4%	0.4	0%	-7%	-8%	8	-8%	-4%	8
COc1ccc(OC)c(/C=C2\N=C(c3ccccc3)OC2=O)c1	1%	3.0	-6%	-5%	-1%	-1	9%	7%	1
Cc1nc(NCCOc2ccccc2)sc1C(=O)Nc1ccccc1	-7%	-0.6	13%	-14%	0%	-7	u	4%	2
CC(=O)N(/N=C1\Sc2ccccc2C1=O)c1cccc(C)c1	12%	0.2	1%	-14%	-10%	-4	-17%	18%	-3
Cc1ccc2occ(/C=N/O)c(=O)c2c1	9%	0.0	-2%	1%	-3%	-2	86%[activator]	u	-3
O=C(NN=C1CCCC1)c1ccc(O)cc1O	-9%	0.2	0%	3%	3%	5	8%	-3%	0
Cc1nc2ccccc2c(=O)n1NC(=O)C1CCCCC1	x	0.0	-2%	-3%	0%	-13	-11%	5%	6
O=C(NCCc1c[nH]c2ccccc12)c1cnccn1	18%	-0.5	7%	4%	-4%	3&-2	-9%&-1%	-5%	-7
O=C(Cn1nnc(-c2cccs2)n1)NCc1ccccc1	0%	-0.6	1%	-18%	3%	1	-22%	-17%	-27
O=C(NNC(=O)C12CC3CC(CC(Cl)(C3)C1)C2)c1ccncc1	-2%	0.7	-6%	-12%	1%	-1	-13%	3%	25
Cc1cn2c(nc1=O)OC1CC2OC1CO (centres undefined)	1%	0.8	1%	-5%	-3%	-4	9%	2%	-2
CCCSc1cc(N2CCCC2)nc(-c2ccccc2)n1	-3%	-0.5	-3%	0%	1%	-2	8%	18%	3
NC(=O)CSc1nc2c(c(=O)n1-c1ccccc1)C1(CCCCC1)Cc1ccccc1-2	-2%	8.1	-2%	-26%	0%	5&-4	2%&-14%	3%	2
COc1ccc(-n2nc3c(N4CCC(C(=O)NCc5ccccc5C)CC4)nnc(C)c3c2C)cc1	4%&-3%	-0.6&-1.5	-17%&-3%	-18%&2%	u	-8&-7	-25%	u	-22
O=S(=O)(NCc1ccccc1Cl)c1ccc(-n2cccn2)cc1	-6%	-0.8	-4%	5%	0%	-3	12%	23%	-12
C[C@H](CO)N1C[C@H](C)[C@@H](CN(C)S(=O)(=O)c2cccs2)Oc2c(NC(=O)Nc3ccccc3)cccc2C1=O	11%	x	-2%	0%	-4%	3	-4%	-6%	x
Cc1ccc(S(=O)(=O)NCCCNS(=O)(=O)c2ccccc2Br)cc1	-2%	x	0%	6%	-1%	-4	u	5%	x
CC(=O)c1ccc(-c2ccc(C(=O)N3CCC(C(N)=O)CC3)o2)cc1	8%	x	-3%	-2%	0%	-2	-25%	-22%	x
C[C@@H](NC(=O)[C@@H]1Cc2ccccc2CN1C(=O)OC(C)(C)C)C(=O)NC1CCCC1	7%	-0.3	6%	-7%	0%	0	-3%	-10%[56.9 µM]	11
Nc1nc2c(s1)CCCCCCCCCC2	-8%	0.0	-2%	-16%	0%	-9	u	-7%	6
COc1ccc(/C(O)=C2/C(=O)C(=O)N(CCN3CCOCC3)C2c2ccc(C)cc2)cc1 (centres undefined)	x	0.8	-4%	5%	1%	2	-3%	-12%	2
CC(=O)Nc1nc2ccccc2n1CCN(C)C	-2%	0.6	-1%	2%	2%	0	-14%	-2%	-6
CC(=O)c1ccc(N2CCN(CC(=O)NC(=O)NCc3ccccc3)CC2)cc1	-3%	-0.9	0%	-4%	-2%	-1	27%	-6%	-8
O=C(Nc1ccccc1)C1C2/C=C\CCCCC21 (centres undefined)	-13%	0.3	6%	-8%	-4%	-2	-5%	u	4
COc1cccc(CNC(=O)C2CCN(S(=O)(=O)c3ccc(-n4cnnn4)cc3)CC2)c1	-2%	0.6	-2%	-1%	4%	1	10%	-10%	-1
Nc1ccc2c(c1)C(=NO)c1cc([N+](=O)[O-])ccc1-2	x	x	-4%	-9%	4%	-5	-3%	-20%	x
CCN1CCN(C(c2cccs2)C(C)NS(=O)(=O)c2ccccc2)CC1 (centres undefined)	-5%	-0.6	-2%	1%	3%	-9	16%	27%	0
COc1ccc(-c2cc(C(F)(F)F)n3nc(C(=O)Nc4c(C)n(C)n(-c5ccccc5)c4=O)c(Cl)c3n2)cc1	4%	1.4	-1%	-5%	1%	-5	-15%	-4%	20
O=C(CSc1nc2ccccc2[nH]1)c1ccco1	-1%	0.3	-2%	0%	-5%	1	0%	-31%	6
Cc1[nH]c2ccc(C(=O)N3CCN(c4ccc(F)cc4)CC3)cc2c1C	-10%	-0.4	-1%	3%	1%	3	u	-2%	11
CCOc1ccc2oc(C(=O)OC(C(=O)NC(N)=O)C(C)C)c(C)c2c1 (centres undefined)	3%	-0.7	2%	-10%	-4%	-9	-28%	17%	5
O=C(CN1C(=O)/C(=C\c2ccccc2Br)Oc2ccccc21)NCCCN1CCOCC1	4%	-0.3	-2%	-4%	0%	-4	5%	16%	-10
Cc1ccc(SCCC(=O)Nc2ccccc2C(=O)NC2CCCCC2)cc1	-3%	1.5	-1%	6%	2%	-4	-16%	5%	15
CC(Oc1ccc(F)cc1F)C(=O)NNC(=S)NCC1CCCO1 (centres undefined)	-14%	1.8	-3%	0%	-1%	-1	-5%	-12%	-8
O=C(O)c1ccc(NC(=O)c2ccc3c(c2)C(=O)N(c2ccccc2)C3=O)cc1	-16%	0.2	-8%	-5%	-1%	1	7%	-4%	7
CC[C@]12c3[nH]c4ccc(OC)cc4c3CCN1C(=O)C(CC(=O)NCCC1=CCCCC1)C[C@@H]2C(=O)N1CCN(C(=O)C2CC2)CC1 (some centres undefined)	-6%	x	-5%	5%	0%	0	-7%	12%	x
COc1cccc(C(=O)Nc2cccc(-c3cn4c(C)csc4n3)c2)c1OC	-2%	x	1%	3%	-1%	-5	7%	-16%	x
COc1ccc(Cl)cc1S(=O)(=O)N1CCN(C(=O)c2cc(OC)c(OC)c(OC)c2)CC1	3%	0.6	-2%	8%	1%	-2	0%	-1%[11.4 µM]	-2

Screening data from PubChem.
